AID2073 – disruptors of CaV2.2 binding to Mint1 – biochemical, HTRF (AID 2073); HTRF protein-protein interaction, Mint1-CaV2.2; higher % means a stronger effect; inhibition, % at 20 µM; hits with a dose series show IC50 in µM; actives 0.19% (n = 290,000); in the data active = inhibition mostly above about 51%, no sharp cut-off; note: some results filed as inactive read as strong as hits
West Nile antiviral – inhibition of WNV-induced cytopathic effect – cell-based, CPE readout (AID 1621); West Nile virus-infected cells, CPE inhibition; higher % means a stronger effect; CPE inhibition, % at 10 µM; hits with a dose series show IC50 in µM; actives 0.02% (n = 290,000); in the data active = a potency from the dose series; note: strong numbers were not always called active
KOR beta-arrestin-1 – kappa opioid receptor activators – cell-based, luminescence, uHTS, primary screen (AID 1777); activation, % at 10 µM, or EC50 in µM where a hit was titrated; KOR beta-arrestin recruitment, luminescence; higher % means a stronger effect; actives 0.02% (n = 280,000); in the data active = activation above about 50%, passing the limit was not always enough; note: a part of the inactive calls stands beside numbers as strong as those of hits
NOD2 inhibition – NOD2 signaling inhibitors, cell-based, luminescence, uHTS, HEK293 (AID 1566) | HEK293 NOD2/NF-kB luciferase reporter, luminescence; higher % means a stronger effect | one-dose inhibition, % at 4 µM; EC50 in µM for titrated hits | actives 0.63% (n = 290,000); note: many of its hits are not listed in these tables
KOR beta-arrestin-2 – KOR antagonists, beta-arrestin recruitment, cell-based, luminescence, uHTS (AID 1778); KOR beta-arrestin recruitment, luminescence, antagonist mode; higher % means a stronger effect; one-dose inhibition, % at 10 µM; IC50 in µM for titrated hits; actives 0.091% (n = 290,000); note: strong numbers were not always called active
HIV fusion peptide – cell-free HIV fusion peptide-binding blockers – biochemical, uHTS, fluorescence dequenching, primary screen (AID 1986) | cell-free peptide binding, fluorescence dequenching, 30 min; higher % means a stronger effect | inhibition, % at 20 µM, or IC50 in µM where a hit was titrated | actives 0.3% (n = 290,000); in the data active = inhibition mostly above about 52%, no sharp cut-off; inactive = mostly below about 76%; note: some results filed as inactive read as strong as hits
NS5 inhibitors – Dengue-2 NS5 methyltransferase inhibitors, primary screen, biochemical, confirmation dose response (AID 588689); Dengue-2 NS5 methyltransferase capping enzyme assay, biochemical; higher % means a stronger effect; inhibition, % at 25 µM; hits with a dose series show IC50 in µM; actives 0.3% (n = 340,000); in the data active = a potency from the dose series
Yfh1-off respiration – enhancers of respiration in Yfh1-depleted yeast, dose response, Friedreich's ataxia, plus single-dose screen (AID 1465); S. cerevisiae Yfh1-off respiration, WST-1 reduction, 72 h; higher fold induction means a stronger effect; fold induction at 50 µM; hits with a dose series show EC50 in µM; actives 0.074% (n = 220,000);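 active = fold induction of absorbance versus untreated yeast above a set limit, then at least 30% activation at any dose in follow-up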;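 note: activators that raise dye reduction in frataxin-depleted yeast; strong numbers were not always called active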
NOD1 NF-kB reporter – NOD1 signaling inhibitors, primary screen, cell-based, luminescence, uHTS (AID 1578) | actives 1% (n = 290,000) | inhibition, % at 4 µM, or EC50 in µM where a hit was titrated | NOD1-driven NF-kB luciferase reporter cells, luminescence; higher % means a stronger effect; in the data active = inhibition mostly above about 36%, no sharp cut-off; inactive = mostly below about 34%;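 note: HEK-293T reporter cells stimulated with the NOD1 agonist gamma-tri-DAP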
NS5 inhibitors pilot replicate – recorded beside NS5 inhibitors, whose call it bears; inhibition, %; measured here: pilot screen replicate inhibition
The depositor's hits bear a star; i = inactive; . = no result given; [ ] = remark or other dose. Cut-off read from the data, not from the text of the source, unless noted: active = inhibition above about 50%; inactive = the rest. Not all compounds are listed; the hit share may differ from the screen's.

SMILES | AID2073 | West Nile antiviral | KOR beta-arrestin-1 | NOD2 inhibition | KOR beta-arrestin-2 | HIV fusion peptide | NS5 inhibitors | Yfh1-off respiration | NOD1 NF-kB reporter | others
CCCN(CC(=O)Nc1ccccc1C)C(=O)c1ccc(S(=O)(=O)N2CCCCC2)cc1 | -1% | 0.0% | 1.5% | -9% | 11% | 0.7% | 3% | . | -9%
Cc1cc(C)c2c(n1)sc1c(=O)n(-c3ccccc3)c(=O)[nH]c12 | 29% | 0.9% | 1.0% | 10% | -29% | -0.4% | 1% | i | -7%
CC(C)(C)c1ccc(/C=N/n2cnnc2)cc1 | -1% | 0.3% | -0.8% | 11% | 15% | -0.3% | -4% | i | -21%
CCOC(=O)c1cnc(SC)nc1Oc1cccc(NS(=O)(=O)c2ccc(Cl)cc2)c1 | 18% | 0.4% | -5.6% | 4% | -27% | -1.2% | -7% | i | -20%
O=C(Cn1cncc1-c1ccc([N+](=O)[O-])cc1)Nc1cccc2ccccc12 | -7% | 0.1% | 1.3% | 9% | 34% | -0.6% | 9% | i | -47%
COCCNC(=O)C1CC(=O)N(C2CCCC2)C1 (configuration not stated) | 2% | 0.2% | 4.6% | 11% | -4% | 0.1% | 2% | i | 8%
COc1cccc(/C=N\NC(=O)c2ccc(Cn3cc(Br)c([N+](=O)[O-])n3)o2)c1O | 1% | -0.5% | -6.4% | 38% | -18% | -2.1% | -7% | i | 14%
O=C(NCc1ccco1)C1CCCN1C(=O)Nc1ccccc1[N+](=O)[O-] (configuration not stated) | 7% | 1.9% | -0.4% | 4% | 23% | -0.6% | 4% | . | -39%
Cc1ccc(Cn2ccc(NC(=O)C3C4CCC(C4)C3C(=O)O)n2)cc1 (configuration not stated) | -5% | -0.3% | 2.1% | 6% | -46% | 1.9% | 1% | i | -27%
COc1cccc2cc(C(=O)C3=C(O)C(=O)N(c4cc(C)on4)C3c3cccs3)oc12 (configuration not stated) | 12% | -0.7% | -1.6% | . | -1% | 56% | -1% | . | .
CCN(Cc1ccncc1)C(=S)Nc1ccc(Cl)cc1 | -20% | -1.2% | -4.9% | 18% | -15% | 2.2% | 1% | i | -23%
Cc1cccc(NC(=O)CSc2nc(N)c(NC(=O)c3ccccc3F)c(=O)[nH]2)c1 | 11% | -0.5% | -3.6% | -1% | 14% | -1.5% | -7% | . | 1%
O=C(Nc1cccnc1)c1ccc(C(=O)Nc2cccnc2)cc1 | 3% | -0.2% | . | 27% | 17%[20 µM] | -1.2% | 2% | i | 10%
Cc1cc(C(=O)c2ccccc2)c(NC(=O)CCl)s1 | 0% | . | 2.8% | -14% | 10% | -0.7% | -12% | . | 48%
O=C(COC(=O)C12CC3CC(CC(C3)C1)C2)Nc1ccc([N+](=O)[O-])cc1Cl | 4% | -0.2% | 3.4% | 6% | 12% | 1.9% | -3% | i | -86%
CCOC(=O)c1cc(C)n(-n2cnnc2)c1C | -4% | 0.1% | 0.6% | 12% | -16% | -0.9% | 0% | i | -23%
CC(C)(C)C1CCc2c(sc(NC(=O)c3ccncc3)c2C(N)=O)C1 (configuration not stated) | 24% | -0.9% | 3.6% | 9% | -32% | -1.9% | -5% | i | -18%
CCNC(=O)c1sc(=S)n(-c2ccc(C)cc2)c1N | 13% | -0.1% | -3.2% | 0% | 2% | -1.4% | -4% | i | 3%
O=C(Nc1cc(S(=O)(=O)N2CCOCC2)ccc1N1CCCC1)c1cnccn1 | 5% | -0.4% | -1.4% | 14% | -19% | 0.9% | -7% | i | -13%
O=C(NCc1cccs1)c1nc2c(nnn2Cc2ccc(F)cc2)c(=O)[nH]1 | -3% | -0.2% | -6.1% | -20% | 26% | 1.4% | -3% | i | -31%
Cc1cc(-c2ccc(C(C)C)c(S(=O)(=O)N3CC(=O)Nc4ccccc43)c2)on1 | 11% | -0.6% | 4.6% | -10% | -16% | 0.2% | -11% | . | 4%
CCN(CC)S(=O)(=O)c1ccc(C)c(NC(=O)COC(=O)[C@@H]2CCCN2C(=O)c2cccs2)c1 | 5% | 0.7% | 0.1% | 13% | -5% | -1.6% | -17% | i | -25%
COc1ccc(-n2c(=S)[nH]c3cc(C(=O)Nc4cc(C(N)=O)ccc4OC)ccc3c2=O)c(OC)c1 | 43% | -0.7% | 2.0% | -5% | -35% | -1.7% | -13% | . | -48%
O=C(O)c1ccc(NC(=S)NC(=O)C(c2ccccc2)c2ccccc2)cc1 | 2% | -0.3% | 1.0% | 17% | 14% | 18% | 4% | . | -6%
Cc1nc(SC(C(=O)c2ccccc2)c2ccccc2)nc2ccccc12 (configuration not stated) | 7% | -0.2% | 0.3% | 5% | -2% | 0.8% | -2% | i | -21%
CCOC(=O)c1[nH]c(C)c(/C(O)=C2\C(=O)C(=O)N(CCN(C)C)C2c2ccncc2)c1C (configuration not stated) | 1% | -0.1% | -3.3% | -2% | 1% | 0.9% | 1% | i | -9%
CC1CCCN(c2c3c(nc4ccccc24)CCCC3)C1 (configuration not stated) | 6% | -2.0% | -0.5% | -3% | -24% | -0.9% | -6% | . | 3%
Cc1cc(N=Cc2c(O)n(-c3cccc(Cl)c3)c(=O)c3ccccc23)no1 | 7% | 0.4% | 8.5% | 28% | 1% | 1.2% | -4% | i | -1%
NC(=S)N=Nc1c(O)n(CC(=O)Nc2ccccc2)c2ccccc12 | 0% | -0.9% | -5.7% | 4% | -3% | -0.5% | -2% | . | -14%
CCOc1ccc(/C=N/NC(N)=S)cc1 | -10% | 0.3% | -4.1% | 9% | -30% | 1.7% | -8% | i | -29%
Cc1ccc(C)c(NC(=O)c2cc(-c3ccccc3O)n[nH]2)c1 | 9% | -0.6% | -6.2% | 10% | -4% | -2.6% | -2% | . | 7%
CCn1c(CNC(=O)c2cccc(C)c2)nnc1SCC(=O)Nc1cccc(OC)c1 | 6% | 0.2% | -1.2% | -7% | 11% | 0.3% | 2% | i | -19%
Cc1ccc(SCC(=O)Nc2ccc(S(N)(=O)=O)cc2)cc1 | -3% | 0.3% | -5.3% | 5% | -6% | -0.5% | -1% | i | -13%
COc1ccc(N2CC(C(=O)OCC(=O)c3cccc(OC)c3)CC2=O)cc1 (configuration not stated) | -8% | -0.2% | 1.8% | 18% | -5% | -4.0% | 5% | i | 32%
Cc1ccc(S(=O)(=O)N/N=C/c2cccc(OC3CSC3)c2)cc1 | -4% | 3.1% | 3.2% | 8% | -56% | 0.1% | -5% | i | -20%
CCOC(=O)c1c(O)c(O)c(C(=O)OCC)n1-c1ccccc1 | -3% | 0.7% | -4.1% | 8% | 36% | 4.1% | -2% | i | -9%
CCOC(=O)c1cn(-c2ccccc2)nc1-c1ccncc1 | 5% | 0.8% | 2.6% | 5% | -16% | 10% | 3% | i | -18% | NS5 inhibitors pilot replicate=3.3
CN(C)c1ccc(CN(C(=O)C2COc3ccccc3O2)C2CCS(=O)(=O)C2)cc1 (configuration not stated) | -5% | -0.4% | 11% | 5% | 14% | -2.0% | -9% | i | 18%
CCOc1ccccc1N1CCN(C(=O)CC(C)C)CC1 | 0% | -0.2% | 2.6% | 8% | . | 2.5% | -10% | i | -33%
O=C(O)c1ccccc1NC(=O)c1cc(-c2ccccc2)nc2ccccc12 | -5% | -0.1% | 0.6% | 30% | -36% | 33% | 2% | . | 7%
COc1cccc(CN2CCNC(=O)C2CC(=O)N2CCOc3ccccc3C2)c1OC (configuration not stated) | 6% | -0.2% | . | 3% | -26%[20 µM] | 1.6% | . | i | -3%
Cc1cccc(-c2nnnn2-c2cccc(C)c2)c1 | 11% | -1.0% | 6.0% | -3% | -24% | -1.4% | . | i | 9%
CCN(CC)C(=O)N1CCN(Cc2ccc3c(c2)OCO3)CC1 | -1% | 1.1% | -6.1% | 12% | 16%[20 µM] | -1.4% | -2% | i | -24%
COC(=O)c1ccccc1S(=O)(=O)N(CCCO)Cc1cc2c(C)ccc(C)c2[nH]c1=O | 12% | 0.1% | -0.9% | 10% | -22% | 1.5% | 2% | i | -23%
O=C(COC(=O)CNS(=O)(=O)c1ccc(F)c(F)c1F)Nc1ccc(OC(F)F)cc1 | 0% | 0.5% | 6.1% | 0% | -10% | -1.9% | 5% | i | -24%
CCCCOc1ccccc1N | 8% | -0.1% | 1.1% | 22% | 29% | 4.3% | -6% | i | 15%
Cc1ccc(S(=O)(=O)NCC(=O)N(CC(=O)NCC2CCCO2)CC2CCCO2)cc1 (configuration not stated) | 5% | 0.0% | . | 10% | -12%[20 µM] | 0.2% | 1% | i | -40%
O=C(COC(=O)CN1C(=O)C2CCCCC2C1=O)Nc1ccc(S(=O)(=O)N2CCOCC2)cc1 (configuration not stated) | -1% | 0.3% | -1.0% | 8% | -8% | -1.8% | -2% | i | -27%
CCC(=O)c1ccc(OCC(=O)OCC(=O)NCC2CCCO2)cc1 (configuration not stated) | -2% | -0.3% | 1.4% | -5% | -17% | 1.0% | -8% | . | -27%
COc1ccccc1CNC(=O)C1Cc2cc(S(=O)(=O)N3CCCCC3)ccc2N1C(C)=O (configuration not stated) | 15% | -0.1% | -7.9% | -4% | 0% | -1.0% | 11% | . | -8%
CCc1cc2cc(C(=O)N3CCN(c4ccccc4)CC3)sc2s1 | 10% | 0.5% | -4.0% | 2% | 1% | 0.1% | -2% | i | -7%
O=C(CCC(=O)NC1CCCCCCC1)Nc1nnc(C(F)(F)F)s1 | -11% | -0.5% | -3.4% | 15% | 24% | 3.2% | 3% | i | 4%
Cc1cccc2cc(CN(Cc3ccco3)S(=O)(=O)c3ccc4c(c3)OCCO4)c(=O)[nH]c12 | 3% | 0.0% | -0.8% | 10% | -5% | 1.8% | -6% | i | 26%
COc1ccc([N+](=O)[O-])cc1-n1cnnn1 | 0% | 0.1% | 0.1% | 7% | 3%[20 µM] | -0.9% | 6% | i | -23%

Six entries already listed, ordered by length of the SMILES, low to high:
SMILES | AID2073 | West Nile antiviral | KOR beta-arrestin-1 | NOD2 inhibition | KOR beta-arrestin-2 | HIV fusion peptide | NS5 inhibitors | Yfh1-off respiration | NOD1 NF-kB reporter | others
COc1ccc([N+](=O)[O-])cc1-n1cnnn1 | 0% | 0.1% | 0.1% | 7% | 3%[20 µM] | -0.9% | 6% | i | -23%
CCc1cc2cc(C(=O)N3CCN(c4ccccc4)CC3)sc2s1 | 10% | 0.5% | -4.0% | 2% | 1% | 0.1% | -2% | i | -7%
CCC(=O)c1ccc(OCC(=O)OCC(=O)NCC2CCCO2)cc1 (configuration not stated) | -2% | -0.3% | 1.4% | -5% | -17% | 1.0% | -8% | . | -27%
Cc1ccc(S(=O)(=O)NCC(=O)N(CC(=O)NCC2CCCO2)CC2CCCO2)cc1 (configuration not stated) | 5% | 0.0% | . | 10% | -12%[20 µM] | 0.2% | 1% | i | -40%
COc1ccccc1CNC(=O)C1Cc2cc(S(=O)(=O)N3CCCCC3)ccc2N1C(C)=O (configuration not stated) | 15% | -0.1% | -7.9% | -4% | 0% | -1.0% | 11% | . | -8%
Cc1cccc2cc(CN(Cc3ccco3)S(=O)(=O)c3ccc4c(c3)OCCO4)c(=O)[nH]c12 | 3% | 0.0% | -0.8% | 10% | -5% | 1.8% | -6% | i | 26%
